ALOX12 inh – inhibitors of human 12S-lipoxygenase ALOX12 | purified 12hLO, xylenol orange hydroperoxide absorbance | Potency, µM (titrated, usually from 108 µM), without a hit: top-dose activity change, negative = inhibition, most hits filed as inhibitors | 580,000 tested, 1.1% active; active = well fitted inhibition curve with a large enough effect; inconclusive = small, poorly fitted or top-dose-only effect, or another doubt; inactive = no such curve, though single readings can be large or run the other way
Target sequence (P18054 whole entry, looked up): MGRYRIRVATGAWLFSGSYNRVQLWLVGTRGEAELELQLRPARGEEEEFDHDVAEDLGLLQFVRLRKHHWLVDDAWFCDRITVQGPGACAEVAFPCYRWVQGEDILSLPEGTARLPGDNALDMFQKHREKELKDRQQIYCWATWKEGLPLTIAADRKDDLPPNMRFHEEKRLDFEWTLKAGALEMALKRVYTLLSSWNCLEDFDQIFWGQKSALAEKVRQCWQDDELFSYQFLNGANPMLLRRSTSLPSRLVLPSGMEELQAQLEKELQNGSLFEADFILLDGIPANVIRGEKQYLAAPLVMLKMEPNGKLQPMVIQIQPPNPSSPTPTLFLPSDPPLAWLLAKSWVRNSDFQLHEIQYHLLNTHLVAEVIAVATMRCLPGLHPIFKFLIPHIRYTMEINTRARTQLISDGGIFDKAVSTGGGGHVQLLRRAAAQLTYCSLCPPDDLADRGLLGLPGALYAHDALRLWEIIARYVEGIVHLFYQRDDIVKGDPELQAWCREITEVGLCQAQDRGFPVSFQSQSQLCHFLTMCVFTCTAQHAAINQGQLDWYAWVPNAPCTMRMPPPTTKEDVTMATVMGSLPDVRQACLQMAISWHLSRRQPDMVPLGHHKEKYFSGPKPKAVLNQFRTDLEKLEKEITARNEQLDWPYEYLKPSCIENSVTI
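Purified human 12hLO at 150 nM in 25 mM Hepes, 0.01% Triton X-100, pH 7.0, preincubated 15 min at room temperature with compound. Reaction started with 40 uM arachidonic acid, 30 min at room temperature. Hydroperoxide measured by Fe-xylenol orange, 573/405 nm absorbance ratio.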
An asterisk follows results filed as active; [ ] = remark or other dose. % is scaled to controls: 0 for no effect and ±100 for the full control effect; potency is read from the fitted curve at half-maximal effect. Only part of the results is shown (hit frequency here may not be typical).

How did O=c1[nH]nc2n1CCC(NS(=O)(=O)Cc1ccccc1F)CC2 (configuration not stated) do in these assays?
ALOX12 inh: 16%

Results for Cc1cccc(CC(=O)N2C[C@@H](COc3ccccc3)[C@H](C(N)=O)C2)c1 ?
ALOX12 inh: 23%

How did CC(NC(=O)c1ccc(Cl)c(S(=O)(=O)N2CCCC2)c1)c1cc2ccccc2o1 (configuration not stated) do in these assays?
ALOX12 inh: -12%

What do the screens show for `CN1CCN(Cc2nc(C3(O)CCN(C(=O)Nc4ccc(F)cc4)CC3)cs2)CC1`?
ALOX12 inh: 16%[176 µM]

Results for CC(C)c1noc(-c2cn(C3CCN(C(=O)c4ccco4)C3)nn2)n1 (configuration not stated) ?
ALOX12 inh: 2%

Results for CCC1Oc2ccc(NC(=O)Cc3ccc(F)cc3)cc2CN(Cc2ccc(OC)cc2)C1=O (configuration not stated) ?
ALOX12 inh: 33%[activator]

What do the screens show for `CC(C)c1ccccc1NC(=O)CSC1=Nc2ccccc2C2CC=NN12` (configuration not stated)?
ALOX12 inh: 37%[activator]

What do the screens show for `CC1CCN(CC2CCCCN2)CC1` (configuration not stated)?
ALOX12 inh: -3%

What do the screens show for `COc1ccc(-c2ccc(=O)n(CC(=O)N3CCC(Cc4ccccc4)CC3)n2)cc1`?
ALOX12 inh: -13%

How did C=C1C(=CC=C2CCCC3(C)[C@@H]([C@H](C)C=CC=CC(O)(CC)CC)CC[C@@H]23)C[C@@H](O)C[C@@H]1O (some centres not stated) do in these assays?
ALOX12 inh: -43%[57.4 µM]

How did Cc1noc(C(C)Nc2ccc(N3CCCC3=O)c(Cl)c2)n1 (configuration not stated) do in these assays?
ALOX12 inh: inconclusive

How did CC1=CC(=O)C2=C(C)CCC3C(C)C(=O)OC3C12 (configuration not stated) do in these assays?
ALOX12 inh: 20%

Results for CN(C)c1ccc(C(=O)N[C@H]2CO[C@H]3[C@@H]2OC[C@@H]3n2cc(CC3CCCCC3)nn2)cc1 ?
ALOX12 inh: 31%[activator]

Results for O=C(NC1CCCc2c1[nH]c1ccc(F)cc21)C1(c2ccccc2)CCOCC1 (configuration not stated) ?
ALOX12 inh: 25%

What do the screens show for `O=C(c1ccccn1)N1CCC(c2cc(-c3ccc(F)cc3)n[nH]2)CC1`?
ALOX12 inh: 48%[activator]

Continued; it opens with the two that closed the last part.
Results for O=C(NC1CCCc2c1[nH]c1ccc(F)cc21)C1(c2ccccc2)CCOCC1 (configuration not stated) ?
ALOX12 inh: 25%

What do the screens show for `O=C(c1ccccn1)N1CCC(c2cc(-c3ccc(F)cc3)n[nH]2)CC1`?
ALOX12 inh: 48%[activator]

Results for CN(C)c1ncc2nc(-c3cccs3)c(=O)n(C3CC3)c2n1 ?
ALOX12 inh: inconclusive

What do the screens show for `Cc1cnc(C(=O)NC2C[C@H]3CC[C@@H](C2)N3C(=O)CCc2c[nH]c3ccccc23)cn1` (some centres not stated)?
ALOX12 inh: 44%[activator]

Results for Cc1ccc(-c2ccc3nnc(CNC(=O)C(C)c4ccccc4)n3n2)cc1 (configuration not stated) ?
ALOX12 inh: -16%

What do the screens show for `Cc1ccc(-c2nc(C(=O)NCCc3ccccc3)no2)cc1`?
ALOX12 inh: -5%

What do the screens show for `CCc1sc(C(=O)NCC(C)C)cc1C`?
ALOX12 inh: -15%

How did CCc1ccccc1NC(=O)Cn1c(=O)n(-c2ccc(CC(=O)NC3CC3)cc2)c(=O)c2ccccc21 do in these assays?
ALOX12 inh: 2%

How did COc1cc(N2CC(C(=O)O)CC2=O)cc(OC)c1OC (configuration not stated) do in these assays?
ALOX12 inh: -20%

What do the screens show for `Cn1c(=O)c2c(nc(NC3CCCCC3)n2CC(O)CO)n(C)c1=O` (configuration not stated)?
ALOX12 inh: -9%

Results for O=C1[C@H]2CN(Cc3ccc(F)c(Cl)c3)C[C@H]2C(=O)N1CCc1ccccc1 ?
ALOX12 inh: inconclusive

How did CC(=O)Nc1cccc(C(C)NCc2csc(C)n2)c1 (configuration not stated) do in these assays?
ALOX12 inh: 2µM*

Results for O=C1CC(c2ccccc2)N(C(=O)CNC(=O)C2CCC2)CCCCCCN1 (configuration not stated) ?
ALOX12 inh: 50%[activator]

Results for CCC1c2ccsc2CCN1C(=O)/C=C/c1cccc(C)c1 (configuration not stated) ?
ALOX12 inh: 6%

Results for CCc1nc(-c2c3n(c(=O)n(CC(=O)Nc4c(C)cccc4C)c2=O)CCCC3)no1 ?
ALOX12 inh: -6%

How did Fc1ccc(-c2nnn(Cc3cc4c(cc3Br)OCO4)n2)cc1 do in these assays?
ALOX12 inh: -20%

How did O=C(Nc1ccc(Cl)cc1Cl)c1cnn2ncccc12 do in these assays?
ALOX12 inh: 40%[activator][176 µM]

3 compounds picked at random from the list so far, as already listed:
What do the screens show for `Cc1cnc(C(=O)NC2C[C@H]3CC[C@@H](C2)N3C(=O)CCc2c[nH]c3ccccc23)cn1` (some centres not stated)?
ALOX12 inh: 44%[activator]

How did CCc1ccccc1NC(=O)Cn1c(=O)n(-c2ccc(CC(=O)NC3CC3)cc2)c(=O)c2ccccc21 do in these assays?
ALOX12 inh: 2%

Results for CCC1c2ccsc2CCN1C(=O)/C=C/c1cccc(C)c1 (configuration not stated) ?
ALOX12 inh: 6%

Additional structures follow.
How did N#Cc1ccc(-c2nc(C(=O)NC3CCCCC3)no2)cc1 do in these assays?
ALOX12 inh: 5%

Results for CS(=O)(=O)N1CCOc2ccc(CCC(=O)NCCN3CCOCC3)cc2C1 ?
ALOX12 inh: 14%

What do the screens show for `CCOC(=O)c1ccc(/C=C/c2ccccn2)cc1`?
ALOX12 inh: inconclusive

Results for COc1ccc(CN2C(=O)C(n3cccc3)c3cc(OC)ccc32)cc1 (configuration not stated) ?
ALOX12 inh: inconclusive

What do the screens show for `CC(C)C(C(=O)Nc1ccc(F)c(F)c1F)c1ccc(Cl)cc1` (configuration not stated)?
ALOX12 inh: -25%

How did COc1ccccc1/C=C1\Oc2cc(OC(=O)C(C)(C)C)ccc2C1=O do in these assays?
ALOX12 inh: -29%

What do the screens show for `CN1CC(=O)N(C2CCCNCC2)Cc2c(NCc3ccc4c(c3)OCO4)ncnc21` (configuration not stated)?
ALOX12 inh: inconclusive

What do the screens show for `CCCCOc1ccc2c(=O)c(-c3ccc4c(c3)OCCCO4)c(C)oc2c1`?
ALOX12 inh: 65%[activator]

What do the screens show for `Cc1ccc(-c2nc3cnccn3c2NCCC(=O)N2CCCCC2)cc1`?
ALOX12 inh: -27%

What do the screens show for `CC(C)Oc1cccc(-c2noc(-c3ccc(S(=O)(=O)NC4CC4)o3)n2)c1`?
ALOX12 inh: 9%

How did CC(C)=CCn1c(-c2ccccc2Cl)cn2cc(C(=O)NCC(C)O)nc2c1=O (configuration not stated) do in these assays?
ALOX12 inh: 53%[activator]

Results for CCCC(=O)N1CCC(N2C[C@H](O)C[C@H]2C(=O)NCc2cccc(OC)c2)CC1 ?
ALOX12 inh: 2%

How did CCN(CCOC)C(=O)c1coc(COc2ccc3sc(C)nc3c2)n1 do in these assays?
ALOX12 inh: -4%

What do the screens show for `CC(NC(=O)Cc1cc(F)cc(F)c1)C(=O)NC(C(=O)OC(C)(C)C)c1ccccc1` (configuration not stated)?
ALOX12 inh: 0%

What do the screens show for `Cc1ccc2c(c1)SC(C(=O)Nc1ccc(C)c(S(N)(=O)=O)c1)C2` (configuration not stated)?
ALOX12 inh: inconclusive

Results for Cc1cc(O)c2c(c1)O[C@@]1(C)CC[C@H]3C(C)(C)CCCC34CO[C@@H]2[C@H]41 (some centres not stated) ?
ALOX12 inh: -12%

How did N#Cc1cccc(COC(=O)c2ccc(N3CCOCC3)nc2)c1 do in these assays?
ALOX12 inh: -27%

What do the screens show for `O=C(COc1ccc(F)cc1)Nc1ccc2c(=O)c3cccc(F)c3oc2c1`?
ALOX12 inh: -28%

How did CCCCOC(=O)C[N+](C)(C)C/C=C(/C)Cl do in these assays?
ALOX12 inh: inconclusive

How did O=C(NC1Cc2ccccc2C1)C1CC1 do in these assays?
ALOX12 inh: 0%

Results for O=C(c1coc(COc2cccc(F)c2)n1)N1CCN(c2ccccc2)CC1 ?
ALOX12 inh: 32%[activator]

What do the screens show for `O=C1NCc2ccccc2CC12CCCN(Cc1ccc(O)cc1)C2` (configuration not stated)?
ALOX12 inh: -2%[6.33 µM]

Results for CCC(=O)Nc1ccc2oc(-c3ccc(C)c(Cl)c3)nc2c1 ?
ALOX12 inh: inconclusive

How did CC(=O)c1ccc(NC(=O)Cn2c(C)cc(=O)n3nc(-c4cccs4)nc23)cc1 do in these assays?
ALOX12 inh: 3%

How did Cc1cc2nn(CC(=O)N3CCC(C)CC3)c(=O)n2c(N2CCc3ccccc3C2)n1 do in these assays?
ALOX12 inh: inconclusive

How did CCOc1ccc(-c2noc(-c3nnn(-c4ccccc4OCC)c3N)n2)cc1 do in these assays?
ALOX12 inh: 5%

What do the screens show for `CNC(=O)N1CCC2(CC1)CN(C(C)=O)CC2COC` (configuration not stated)?
ALOX12 inh: 10%

Results for O=C(c1ccsc1)N1CCC(N2C(=O)C(O)C23CCCCC3)CC1 (configuration not stated) ?
ALOX12 inh: 60%[activator]

How did COc1cccc(CN2CCOC[C@H](Oc3ccc(C(F)(F)F)cc3)C2)c1 do in these assays?
ALOX12 inh: 19%[176 µM]

What do the screens show for `COc1cc2c(cc1OC)C(C[C@H]1CN(C(=O)c3ccc(C#N)cc3)CC[C@H]1CC(=O)O)=NCC2`?
ALOX12 inh: -1%

Results for Cc1nc(C)c(C(=O)N2CCCCCC2c2nnc(-c3ccccc3)o2)s1 (configuration not stated) ?
ALOX12 inh: 44%[activator]

What do the screens show for `COCC1CN(S(=O)(=O)c2cc(F)ccc2C)CC12CCNCC2` (configuration not stated)?
ALOX12 inh: 45%[activator]

How did CC(C)c1ccc(CN2C(=O)C(n3ccc4ccccc43)c3cc(Cl)ccc32)cc1 (configuration not stated) do in these assays?
ALOX12 inh: 10µM*

How did Cc1ccc(NC(=O)N2CCN(C(=O)N3CC4CC(C3)[C@H]3CCCC(=O)N3C4)CC2)cc1C (some centres not stated) do in these assays?
ALOX12 inh: 5%

Results for CCc1n[nH]c(CC2CCN(C(=O)COc3ccc(C)cc3)CC2)n1 ?
ALOX12 inh: 36%

Results for C=CCN1[C@@H](C)[C@H](c2ccccc2)Oc2cccc(NCC(C)C)c2S1(=O)=O ?
ALOX12 inh: 15%

How did C#CCNC(=O)C[C@@H]1C[C@@]2(C(=O)OC)CCCCC=C2N(CCc2ccc(OC)c(OC)c2)C1=O do in these assays?
ALOX12 inh: -34%

Results for COCCc1noc(-c2ccccc2OC2CN(C(=O)Cc3cccc(C)c3)C2)n1 ?
ALOX12 inh: 34%

How did CCS(=O)(=O)N1CCC(c2noc(COc3ccc(F)cc3)n2)C1 (configuration not stated) do in these assays?
ALOX12 inh: 45%[activator]

What do the screens show for `Nc1ccc2ccc(N)cc2c1`?
ALOX12 inh: 5%

How did Cc1c(CC(=O)NCCN2CCOCC2)c(=O)oc2c(C)c(O)ccc12 do in these assays?
ALOX12 inh: -18%

Results for O=C(CC1CCCCN(Cc2ccccc2)C1=O)N1CCc2ccccc2C1 (configuration not stated) ?
ALOX12 inh: 28%

What do the screens show for `COc1ccc(-c2ccc3ncc(Nc4cccnc4OC)n3n2)cn1`?
ALOX12 inh: 13%[176 µM]

Results for O=C(COc1ccc(F)cc1)Nc1ccc2oc(-c3ccccc3F)nc2c1 ?
ALOX12 inh: 3%

Results for CCCCNC(=O)c1cc(-c2ccc(OCC)cc2)nc2ccccc12 ?
ALOX12 inh: -40%

Grouped by structure, the entries above with a thiophene ring, fused or not (5)
Results for CN(C)c1ncc2nc(-c3cccs3)c(=O)n(C3CC3)c2n1 ?
ALOX12 inh: inconclusive

What do the screens show for `CCc1sc(C(=O)NCC(C)C)cc1C`?
ALOX12 inh: -15%

Results for CCC1c2ccsc2CCN1C(=O)/C=C/c1cccc(C)c1 (configuration not stated) ?
ALOX12 inh: 6%

How did CC(=O)c1ccc(NC(=O)Cn2c(C)cc(=O)n3nc(-c4cccs4)nc23)cc1 do in these assays?
ALOX12 inh: 3%

Results for O=C(c1ccsc1)N1CCC(N2C(=O)C(O)C23CCCCC3)CC1 (configuration not stated) ?
ALOX12 inh: 60%[activator]

The list continues:
Results for CN(C)Cc1ccccc1-c1cc(N(C)C)ncn1 ?
ALOX12 inh: 40µM*

How did CC(C)NC(=O)CN(C)Cc1coc(-c2ccc(Cl)cc2)n1 do in these assays?
ALOX12 inh: 15%

How did COc1ccc(Cl)cc1NC(=O)CSc1nc2c(c(=O)n1C)SCC2 do in these assays?
ALOX12 inh: -64%

What do the screens show for `CCCNC(=O)[C@H]1CCC[C@H]1NC(=O)c1ccc(OC)cc1`?
ALOX12 inh: 10%

Results for COc1ccc(CC(=O)N(Cc2ccsc2)C2CC2)cc1 ?
ALOX12 inh: 0%

What do the screens show for `CCCC12CN(C(C)=O)CC(CCC)(CN(C(C)=O)C1)C2=O`?
ALOX12 inh: 20%

What do the screens show for `COc1ccc(NC(=O)N2C[C@@H]3C[C@H](C2)c2ccc(NC(=O)c4ccc(C#N)cc4)c(=O)n2C3)cc1`?
ALOX12 inh: -1%

How did Cc1onc(-c2ccccc2)c1C(=O)N1CCCC2(CCOC2)C1 (configuration not stated) do in these assays?
ALOX12 inh: 4%

Results for COC(=O)[C@@H]1CCCN1Cc1ccc2c(c1)CN(Cc1cccn1-c1ncccn1)CCO2 ?
ALOX12 inh: 3%

Results for COc1ccccc1C(=O)N1CC[C@H]2COC(=O)N2c2cc(C)ccc2C1 ?
ALOX12 inh: -24%[176 µM]

What do the screens show for `CC1(C)CC(=O)CC(=Nc2ccccc2N)C1`?
ALOX12 inh: -5%

Results for CCCCc1nn(CC(=O)N2CCOC(c3ccccc3)C2)c(=O)n1CC (configuration not stated) ?
ALOX12 inh: 28%

Results for Nc1[nH]c(C(=O)c2ccccc2)c(-c2ccc(Br)cc2)c1C(=O)NC1CC1 ?
ALOX12 inh: inconclusive

What do the screens show for `CCCCCCc1ccc(-c2ccc(OC)cc2)nc1`?
ALOX12 inh: -1%

How did O=C(c1cccc(OC2CN(Cc3ccc(F)cc3Cl)C2)c1)N1CCOCC1 do in these assays?
ALOX12 inh: 46%[activator]
